HCV inh: blocks hepatitis C virus; 340,000 compounds, 3.4% hits; AID 651820; Potency, µM (highest dose often 41.8 µM), inactives show at the top dose activity change, negative = inhibition, actives largely listed as inhibitors; Huh7.5.1 HCVcc-Cre infection, luciferase reporter, 44 h; further: potency means the concentration at half of the fitted maximal effect; on the % scale 0 is the no-effect control and ±100 the full control effect
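Luciferase read-out (15 sec integration) after a 15 min room-temperature substrate step quantifies HCVcc-Cre infection. Cells, 1,000 per well, had compound added 4 h post-plating, then virus at ~0.5 moi, and were cultured 44 h.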
Tb PYK inh: blocks Trypanosoma brucei pyruvate kinase | Q57TT1 | TbPYK enzyme, Kinase-Glo Plus ATP luminescence, 45 min | Potency, µM (highest dose often 76.8 µM), inactives show at the highest dose activity, negative = inhibition, hits mostly inhibitors | 410,000 compounds, 0.12% hits; further: potency means the concentration at half of the fitted maximal effect; on the % scale 0 is the no-effect control and ±100 the full control effect; nearly all actives have a fitted effect of over 50% in size
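TbPYK + substrate in 50 mM TEA pH 7.2, 100 mM KCl, 10 mM MgCl2, 0.05% BSA, 0.01% Tween-20; cpd pinned; ADP 130 uM final; 45 min RT; Kinase-Glo Plus 10 min; luminescence endpoint.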
CHX counter: counter-screen hit for Shiga toxin inhibitors, cycloheximide | cell reporter, cycloheximide protein synthesis inhibition counterscreen | max response, % | 300,000 compounds, 12% hits; in the data active means max response mostly above about 13%, no sharp cut-off; inactive means mostly below about 14%; further: read at 38.3 µM for the half of the compounds with a filed dose; 0% is about no effect
LmPK inh: inhibitors of Leishmania mexicana pyruvate kinase. Q27686. purified LmPK, Kinase-Glo ATP luminescence, 1 h. Potency, µM (series often up to 57.5 µM), without a hit: at the highest dose activity change, negative = inhibition, hits mostly inhibitors. 290,000 compounds, 0.37% hits. AID 1721; further: potency means the concentration at half of the fitted maximal effect; on the % scale 0 is the no-effect control and ±100 the full control effect
Target sequence (Q27686 whole entry, looked up): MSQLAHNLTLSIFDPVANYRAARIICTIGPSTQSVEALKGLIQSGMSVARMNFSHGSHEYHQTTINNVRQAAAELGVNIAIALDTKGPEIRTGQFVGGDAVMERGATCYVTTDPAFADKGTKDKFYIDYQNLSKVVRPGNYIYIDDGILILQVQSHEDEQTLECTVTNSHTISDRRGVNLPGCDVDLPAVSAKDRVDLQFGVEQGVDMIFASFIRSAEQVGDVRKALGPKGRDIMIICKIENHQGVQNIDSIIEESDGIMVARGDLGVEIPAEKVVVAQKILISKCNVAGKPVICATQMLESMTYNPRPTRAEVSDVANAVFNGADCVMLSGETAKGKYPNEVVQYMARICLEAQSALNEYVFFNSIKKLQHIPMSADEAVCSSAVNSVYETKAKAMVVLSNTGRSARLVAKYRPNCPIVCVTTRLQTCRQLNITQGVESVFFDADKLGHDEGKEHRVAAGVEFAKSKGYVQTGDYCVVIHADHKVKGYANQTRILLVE
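ATP generated from ADP (0.1 mM) and PEP (0.5 mM) by 0.1 nM LmPK over 1 h at room temperature (pH 7.2 imidazole buffer) was detected by coupled luciferase luminescence. Values were normalized to uninhibited and no-enzyme wells.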
Pf growth 96h: P. falciparum growth inhibition at 96 hour, primary screen for plastid delayed-death inhibitors; P. falciparum luciferase reporter growth, 96 h; Potency, µM (highest dose often 28.7 µM), for the others: top-dose activity change, negative = inhibition, most hits filed as inhibitors; 320,000 compounds, 6.9% hits; AID 504834; further: potency means the concentration at half of the fitted maximal effect; on the % scale 0 is the no-effect control and ±100 the full control effect
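Cell-based qHTS: luciferase-tagged P. falciparum in erythrocytes (2% hematocrit, 0.05% parasitemia final) incubated with compounds for 96 hours, 37 C, 5% CO2; luciferase detection reagent then added and luminescence measured.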
Shiga toxin inh: blocks Shiga toxin action in Vero cells; Vero cells, Shiga toxin protein synthesis inhibition reporter; inhibition, % at 38.7 µM; 290,000 compounds, 9.2% hits; AID 2315; in the data active means inhibition mostly above about 28%, no sharp cut-off; inactive means mostly below about 43%; further: 0% is about no effect
Pf growth 48h: P. falciparum growth inhibition at 48 hours (one generation); P. falciparum luciferase growth in erythrocytes, 48 h; 310,000 compounds, 5.9% hits; Potency, µM (doses to about 28.7 µM), for inactives: top-dose activity change, negative = inhibition, hits mostly inhibitors; further: potency means the concentration at half of the fitted maximal effect; on the % scale 0 is the no-effect control and ±100 the full control effect
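Here the parasites carry a stable luciferase gene and grow inside erythrocytes in Albumax-based RPMI medium with compound for one erythrocytic cycle. Activity is scored as loss of luminescent signal.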
* hit, by the source's call; ? = inconclusive; · = not tested or not shown; [ ] = another dose, or the depositor's remark. Unless noted, the call rests on the fitted dose curve; in most records, active means well fitted curve in the direction sought with a large enough effect; inconclusive means small, poorly fitted or top-dose-only effect, or another doubt; inactive means no such curve, though single readings can be large; an effect the other way counts as inactive or inconclusive.

| Structure | HCV inh | Tb PYK inh | CHX counter | LmPK inh | Pf growth 96h | Shiga toxin inh | Pf growth 48h |
| --- | --- | --- | --- | --- | --- | --- | --- |
| CCCCCC(=O)Nc1cccc(C2=NOC3(C2)C[C@@H](C(N)=O)N(C(=O)c2ccc(OC)cc2)C3)c1 (stereo partly specified) | 17% | 2% | -3 | 5% | 23% | -7 | ? |
| COc1ccc(Cn2c(C)c(C)c(C#N)c2NC(=O)Nc2ccc(F)cc2)cc1 | 1% | -1% | -2 | 0% | -2% | 20 | -5% |
| CC(=O)NC1C(=O)N(CCc2ccccc2)c2ccc(Br)cc21 (stereo unspecified) | -16% | 6% | -2 | 8% | 1.9µM* | -12 | · |
| COc1ccc(-c2cc(C(=O)OCc3ccccn3)c3ccccc3n2)cc1 | ? | -4% | 27* | -4% | ? | 10 | ? |
| Cc1ccc2c(c1)c1c(n2CCc2ccc(C)nc2)CCN(C)C1 | · | 0% | · | · | 2.1µM* | · | 15µM* |
| O=C1C=CC(=O)N1 | ? | -24% | · | · | -5% | · | 0% |
| O=C(CCN1CCCCO1)N1CCCC(Nc2ccc(F)c(F)c2)C1 (stereo unspecified) | 19% | 6% | 1 | -6% | 12% | -12 | -1% |
| Cc1ccc(CNS(=O)(=O)NCc2cccs2)cc1 | -12% | -1% | -3 | 2% | 18% | 6 | -9% |
| Cc1c(C(=O)Nc2ccc(OC(F)(F)F)cc2)sc2nc3n(c(=O)c12)CCC3 | -18% | -14% | -5 | 3% | -12% | -3 | -9% |
| CN(C)c1ccc(CNn2cnnc2SCc2ccccc2F)cc1 | 0% | -7% | 25* | 5% | · | 37* | 15% |
| Cc1ccc(NC(=O)COc2ccc(CCO)cc2-n2nc3ccccc3n2)cc1C | 13µM* | -6% | -3 | 3% | ? | -4 | -24% |
| CCCCN(C(=O)c1cccc(S(=O)(=O)N2CCN(Cc3ccccc3)CC2)c1)c1ccccc1 | ? | 2% | 6 | -4% | ? | 12 | ? |
| Cc1ccc(C)n1-c1ccc(C(=O)N2CCOCC2)cc1 | 13% | 3% | 1 | 2% | 203%[activator] | -1 | -22% |
| COc1ccnc2c1c(=O)n(Cc1ccc(F)cc1)c(=O)n2C | -12% | 11% | -3 | 2% | -11% | 21 | ? |
| O=C(Nc1cc(C(F)(F)F)ccc1Cl)c1cccnc1 | -6% | -12% | -2 | -1% | 1% | -3 | 9% |
| CC(C)(C)NC(=O)NC(=O)COC(=O)CNC(=O)c1cc(Cl)cc([N+](=O)[O-])c1 | 2% | -1% | -3 | 5% | 33%[activator] | -11 | 3% |
| O=C(N/N=C/c1cc2c(cc1[N+](=O)[O-])OCO2)c1cccnc1 | 18% | -8% | 1 | -1% | -27% | 23 | ? |
| NC(=S)Nc1ccc(Cl)cc1Cl | 5% | -3% | 0 | 4% | 73%[activator] | -6 | 39%[activator] |
| O=C(Nc1nc2ccc(F)cc2s1)Oc1ccccc1 | 27% | 1% | 9 | 2% | 0% | 34 | 5% |
| O=C(NCCCNC(=O)c1ccc(-c2cc(Cl)ccc2Cl)o1)c1cnccn1 | ? | -2% | -1 | 9% | ? | -3 | -13% |
| COc1ccc2c(c1)cc(C(=O)N/N=C/c1c(O)c(C(=O)O)cc3ccccc13)n2C | -28% | 1% | 4 | 5% | 13% | -8 | 22% |
| Cc1ccc(Cl)cc1N1CCN(CCN)CC1 | 10µM* | 1% | 12 | 4% | ? | -26 | ? |
| O=C(Cc1ccc(-c2ccccc2)cc1)NNC(=S)NCc1ccco1 | 11µM* | -5% | 32 | -1% | ? | 56* | 1% |
| c1ccc(CC2CCN(C3=Nc4cccc5cccc3c45)CC2)cc1 | 11µM* | -2% | 13 | 0% | 2%[5.75 µM] | 46 | ? |
| CC1CCCCN1C(=O)COC(=O)c1ccc(=O)n(Cc2ccccc2)n1 (stereo unspecified) | 13% | -4% | · | · | 16% | · | 0% |
| CCOC(=O)N1CCC(NC(=O)CCN2C(=O)C3C4C=CC(C4)C3C2=O)CC1 (stereo unspecified) | -4% | 2% | 11 | -10% | 83%[activator] | -5 | 4% |
| Cc1ccc(C(C)NC(=O)C2CCCC2)c(C)c1 (stereo unspecified) | -3% | -1% | -2 | 14% | 59%[activator] | · | -15% |
| Cc1ccc(C(=O)N/N=C\c2cc(Br)c(Br)o2)cn1 | -9% | -2% | 3 | -3% | ? | 9 | ? |
| CCOC(=O)c1ccc(Nc2ncnc3nc[nH]c23)cc1 | -10% | -8% | 22* | -15% | 10% | 44* | 62%[activator] |
| Cc1ccn2c(C(=O)NN=C3CCN(C)CC3)c(C)nc2c1 | 6% | -10% | 11 | 2% | 19% | 3 | 26% |
| Cc1ccc(NC(=O)Nn2cnnc2)c(C)c1 | 12% | -4% | -3 | 5% | 31%[activator] | -8 | 13% |
| CCOC(=O)c1cc(C)n(-c2ccccc2)c1C | -11% | 0% | 50* | 3% | 16% | 52* | 88%[activator] |
| CCOC(=O)C1CCCN(C2CCN(Cc3nc(-c4ccccc4)no3)CC2)C1 (stereo unspecified) | 2% | 4% | -1 | 3% | 34%[activator] | -6 | -13% |
| Fc1ccc(NC(=S)Nc2ccc3nccnc3c2)cc1 | -23% | -1% | 38* | 1% | 38%[activator] | 49 | 20% |
| COc1ccc(N2CCN(CCCNC(=O)CC3Oc4ccc(C)cc4NC3=O)CC2)cc1 (stereo unspecified) | ? | -2% | 5 | 0% | ? | -10 | ? |
| COc1cccc(/C=C/C(=O)NNC(=O)CCN2CCN(Cc3ccccc3)CC2)c1 | -12% | -4% | 1 | -6% | -44% | -3 | -39% |
| CC(C)c1ccc(CNC(=O)C(=O)Nc2nccs2)cc1 | -1% | 6% | -1 | -4% | -27% | 12 | -2% |
| NC(=O)c1nnn(-c2ccc([N+](=O)[O-])cc2)c1-c1ccccc1 | 11% | 0% | -2 | 1% | ? | -5 | 82%[activator] |
| CCOC(=O)CC1C(=O)NCCN1C(=O)c1ccc(Cl)c(Cl)c1 (stereo unspecified) | 6% | 8% | -5 | -4% | 34%[activator] | -4 | · |
| O=C(CSc1nc2c(c(=O)n1-c1ccc(Br)cc1)SCC2)Nc1nccs1 | -6% | -10% | -2 | 3% | -18% | -12 | ? |
| COc1ccc(S(=O)(=O)N2CCCC2)cc1C(=O)O | 9% | -19% | 2 | -1% | 0% | 4 | ? |
| O=[N+]([O-])c1ccc2nc(NCCCO)nc(-c3ccccc3)c2c1 | -12% | 1% | -5 | 2% | 12µM* | 4 | ? |
| Cc1ccccc1S(=O)(=O)NNC(=O)C(=O)NNc1ccccn1 | ? | -7% | -3 | 1% | ? | 12 | ? |
| Cc1onc(-c2ccccc2)c1C(=O)N1CCN(c2ncccn2)CC1 | -12% | 2% | -4 | -3% | ? | -1 | 0% |
| CCOC(=O)CNC(=O)CSc1nnc(-c2c[nH]c3ccccc23)n1CC | 7% | 2% | -2 | 5% | 43%[activator] | 4 | 125%[activator] |
| O=C(COC(=O)CC12CC3CC(CC(C3)C1)C2)Nc1ncc(Cl)cc1Cl | 21% | -10% | -7 | 11% | ? | -6 | · |
| O=C(NC1CCCCC1)C(c1ccccc1)N(C(=O)c1csnn1)C1CC1 (stereo unspecified) | 14% | 1% | -5 | -3% | ? | -9 | 4% |
| Cc1cc(C)n2nc(CCc3ccccc3)nc2n1 | 15% | 0% | 10 | 3% | 0% | -2 | · |
| CN(Cc1cnccn1)C(=O)CC1C(=O)NCCN1Cc1cccc(F)c1 (stereo unspecified) | 2% | -7% | 1 | -3% | 0% | -22 | 20% |
| CC1(C)CC(=O)C2=C(C1)Oc1nc3ccccc3cc1C2C(C#N)C#N (stereo unspecified) | ? | -1% | -1 | 0% | -1% | -3 | 0.66µM* |

Further records.
| Structure | HCV inh | Tb PYK inh | CHX counter | LmPK inh | Pf growth 96h | Shiga toxin inh | Pf growth 48h |
| --- | --- | --- | --- | --- | --- | --- | --- |
| Cc1ccccc1CN1CCN(CC2CC3C=CC2C3)CC1 (stereo unspecified) | -9% | -13% | -2 | -4% | -10% | -6 | · |
| O=C(Cn1[nH]c(=O)c2ccccc2c1=O)OCC(=O)c1ccc(Br)cc1 | 11% | 4% | · | · | 19% | · | 3% |
| CCOc1nc(-c2ccccc2Cl)ccc1C#N | -11% | 3% | 9 | 3% | -16% | -7 | -5% |
| CCCCNC(=O)c1cc(C)no1 | 7% | 3% | 2 | -2% | 31% | 10 | 12% |
| Cc1cc2nc(SCCOC(=O)Nc3ccccc3)nc(C)c2cc1C | -10% | -10% | -3 | 4% | 20% | 31 | 14% |
| CC1(C(=O)O)CCC(C(=O)Nc2ccccc2)C1(C)C (stereo unspecified) | 8% | 1% | -3 | 4% | 20% | -16 | 12% |
| CCN=C1SC(C(=O)Nc2ccc(OCC)cc2)CC(=O)N1CC (stereo unspecified) | -2% | 13% | -5 | -4%[11.5 µM] | 221%[activator] | -13 | -40% |
| CC1(C(=O)NC2CCCCCCC2)CC1(Cl)Cl (stereo unspecified) | -4% | 0% | -1 | -6% | 118%[activator] | -12 | 32%[activator] |
| CC(C)c1cccc(C(C)C)c1NC(=O)CNCc1ccccc1F | 0% | 45%[activator] | -2 | -5% | -19% | 6 | -17% |
| CCN(CC)C(=O)c1cc2c(=O)n3ccccc3nc2s1 | 16% | 1% | 22 | -2% | 101%[activator] | 38 | · |
| CC(=O)c1ccc(S(=O)(=O)NCCC(=O)NC(C)c2ccncc2)cc1 (stereo unspecified) | -2% | 0% | · | · | -8% | · | -19% |
| Cc1c(C(=O)NC2CCCCC2C)oc2ccccc12 (stereo unspecified) | -20% | -11% | -3 | -14% | -28% | -15 | 5% |
| CN(C)/C=N/c1nc2nccc(-c3cccs3)n2n1 | 1% | 1% | 11 | 3% | ? | -3 | 289%[activator] |

Screens as filed in PubChem BioAssay.
